# Assay outcomes as filed in PubChem.
# NCOA2 inhibitor – inhibits human steroid receptor coactivator 2; HEK293 GAL4-SRC2 luciferase reporter, luminescence; inhibition, % at 9 µM; Q15596; 370,000 tested, 0.17% active;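 active = inhibition above the mean inhibition of all tested compounds plus 3 SD, set per campaign, cut at about 52% in these data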;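 also: 0% = DMSO treated cells and 100% = cells given Gossypol at 36 µM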
# LMP1 NFkB inh – Epstein-Barr LMP1 NF-kappaB reporter inhibition; AID 504558; 350,000 tested, 0.69% active; inhibition, % at 12.5 µM; LMP1-induced NF-kappaB luciferase reporter cells, luminescence; in the data active = inhibition above about 41%;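 also: 0% = neutral control wells and 100% = reference inhibitor control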
# KKLEB cytotox – counter-screen for CF NF-kB inhibitors: cytotoxicity | activity change (cytotoxicity), % at 5 µM | KKLEB CF airway cells viability, ATPlite luminescence, overnight; hits give low values; cells stimulated with P. aeruginosa culture filtrate | 360,000 tested, 0.36% active;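 active = corrected activity change at or below -50% at 5 µM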
# TROY signal inh – blocks TROY-dependent signaling in reporter cells; 360,000 tested, 0.98% active; inhibition, % at 10 µM; Q293 LMP1-TROYcd NF-kB luciferase reporter, 4 h; AID 1347056;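 active = compounds whose plate-normalised and pattern-corrected inhibition of the luciferase reporter signal at the single screening dose is 50% or more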
# NCOA3 inh – inhibits human SRC3 coactivator; Q9Y6Q9; HEK293 GAL4-SRC3 luciferase reporter, luminescence; inhibition, % at 3.6 µM; 360,000 tested, 0.17% active; AID 588352;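 active = inhibition above a per-campaign cutoff, the mean of all compounds plus 3 SD, cut at about 60% in these data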;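 also: 0% = DMSO-treated cells and 100% = gossypol-treated cells at 36 µM; higher means less SRC3-driven luciferase light from the GAL4 reporter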
# TWEAK Fn14 block – blocks TWEAK-Fn14 interaction in a reporter cell assay; TWEAK-stimulated Fn14 reporter cells, luciferase luminescence, 8 h; inhibition, % at 10 µM; 360,000 tested, 2% active; in the data active = inhibition above about 50%
# TRAIL sens C8 – sensitizes caspase-8 expressing cells to TRAIL | NB7+C8 cells + TRAIL, ATPlite viability luminescence | 360,000 tested, 1% active | inhibition (viability loss, TRAIL sensitization), % at 10 µM | AID 624354;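 active = compounds causing at least 50% loss of cell viability in the single-dose screen, relative to plate controls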
# NR2F2 inh – NR2F2 (human) inhibition, primary screen; inhibition, % at 8.6 µM; HEK293T NGFI-A luciferase reporter, luminescence; AID 686940; P24468; 370,000 tested, 0.7% active;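 active = inhibition above a per-plate cutoff, mean inhibition of test wells between control levels plus 3 SD, cut at about 38% in these data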;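 also: cells cotransfected with COUP-TFII expression vector driving the NGFI-A reporter; 0% = median of COUP-TF2 test wells and 100% = reporter-only cells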
# Target sequence (P24468 whole entry, looked up): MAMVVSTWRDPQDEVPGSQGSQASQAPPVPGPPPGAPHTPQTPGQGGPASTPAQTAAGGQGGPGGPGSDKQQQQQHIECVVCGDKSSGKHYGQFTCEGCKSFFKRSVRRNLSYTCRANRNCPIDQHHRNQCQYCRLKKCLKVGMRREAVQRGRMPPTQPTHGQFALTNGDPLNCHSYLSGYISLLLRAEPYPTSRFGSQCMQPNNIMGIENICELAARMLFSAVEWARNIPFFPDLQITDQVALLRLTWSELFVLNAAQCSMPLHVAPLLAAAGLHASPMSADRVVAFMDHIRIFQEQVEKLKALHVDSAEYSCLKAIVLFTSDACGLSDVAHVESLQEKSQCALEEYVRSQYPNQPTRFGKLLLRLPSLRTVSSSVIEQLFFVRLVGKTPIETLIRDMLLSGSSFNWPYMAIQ
# SRC1 inh – inhibits human SRC1 coactivator. 360,000 tested, 0.12% active. HEK293 GAL4-SRC1 luciferase reporter, luminescence. Q15788. inhibition, % at 3.6 µM;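 active = inhibition above the campaign mean plus 3 SD, with each screening campaign given its own cutoff, cut at about 60% in these data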;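 also: 0% = DMSO treated cells and 100% = gossypol at 36 µM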
# NR5A2 inv ag – inverse agonists of human LRH-1 (NR5A2). inhibition, % at 3.6 µM. HEK293T StAR-luciferase reporter, LRH-1 transfected, 24 h. O00482. 360,000 tested, 0.13% active. AID 602396;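 active = inhibition above the mean inhibition of all tested compounds plus 3 SD, cut at about 73% in these data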;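 also: 0% = DMSO wells and 100% = reporter-only cells lacking LRH-1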
# Target sequence (O00482 whole entry, looked up): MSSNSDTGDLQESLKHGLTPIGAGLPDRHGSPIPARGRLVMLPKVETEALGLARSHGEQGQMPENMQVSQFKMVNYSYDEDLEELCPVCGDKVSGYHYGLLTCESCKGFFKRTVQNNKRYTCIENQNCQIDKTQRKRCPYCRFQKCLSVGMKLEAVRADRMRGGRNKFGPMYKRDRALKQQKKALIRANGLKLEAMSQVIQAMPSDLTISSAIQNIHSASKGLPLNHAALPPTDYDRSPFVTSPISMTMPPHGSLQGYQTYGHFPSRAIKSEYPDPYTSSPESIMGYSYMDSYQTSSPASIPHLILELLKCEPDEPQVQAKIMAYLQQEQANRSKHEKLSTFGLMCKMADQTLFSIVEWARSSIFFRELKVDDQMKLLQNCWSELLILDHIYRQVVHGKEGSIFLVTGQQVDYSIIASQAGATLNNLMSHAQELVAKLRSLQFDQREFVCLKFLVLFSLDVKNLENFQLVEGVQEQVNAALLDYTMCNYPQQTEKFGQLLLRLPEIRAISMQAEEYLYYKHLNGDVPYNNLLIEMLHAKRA
# CF NFkB block – cystic fibrosis NF-kB activation inhibition. KKLEB NF-kB-GFP reporter, PAF-induced, GFP fluorescence overnight. inhibition, % at 5 µM. 360,000 tested, 0.86% active;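 active = at least 50% inhibition at 5 µM, scaled per plate between neutral and stimulator controls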;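 also: PAF is a Pseudomonas aeruginosa culture filtrate used as stimulus; plate controls were PAF-stimulated DMSO wells for no effect and unstimulated DMSO wells for full effect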
# Active calls of the source: *; x = no result given.
SMILES,NCOA2 inhibitor,LMP1 NFkB inh,KKLEB cytotox,TROY signal inh,NCOA3 inh,TWEAK Fn14 block,TRAIL sens C8,NR2F2 inh,SRC1 inh,NR5A2 inv ag,CF NFkB block
Cc1cc(C)n(C2CC(=O)N(c3ccccc3)C2=O)n1 (stereo unspecified),4,-15,11,2,-3,0,6,14,1,-26,-1
COc1cc(OC)c(C(=O)NCc2ccc3c(c2)OCO3)cc1OC,-10,1,-5,-16,-1,-37,2,-11,6,6,-8
O=c1oc(CCO)cc2ccccc12,-23,-4,-10,-24,-6,6,-6,10,0,-11,-6
C/C(=N\NC(=O)c1cc(C)nc2ccccc12)c1ccc([N+](=O)[O-])cc1,14,4,2,9,11,-15,17,10,8,19,-27
O=C(CN1Cc2ccccc2C1=O)Nc1ccc2c(c1)OCCO2,-3,-5,-2,20,-16,46,5,-6,-47,-6,6
CCOC(=O)CNC(=O)CSc1nc2ncc(Br)cc2[nH]1,-9,-6,-6,-5,-10,-17,-23,-12,-7,-9,1
CCCCn1c(N)c(N(Cc2ccccc2OC)C(=O)c2cc(CC)c(C)s2)c(=O)[nH]c1=O,0,-2,16,-12,6,-2,-2,-6,-15,-25,4
Cc1cc(N2CCN(C(=O)Nc3ccc(F)cc3F)CC2)c2ccccc2n1,x,13,-4,-2,0,10,4,x,-2,-24,0
O=C(CN1C(=O)NC2(CCCC2)C1=O)OCc1ccccc1,-2,-2,11,-3,-4,16,-3,-6,-2,-18,6
Cn1c(=O)oc2cc(S(=O)(=O)N3CCC(C(=O)NCC4COc5ccccc5O4)CC3)ccc21 (stereo unspecified),-8,3,-18,-5,1,-17,0,-9,-13,3,13
COC(=O)[C@H](CC(C)C)NC(=O)/C=C/[C@H]1O[C@@H](n2cc(C)c(=O)[nH]c2=O)C[C@@H]1O,-15,x,-3,12,-13,-2,0,5,6,21,-3
COC(=O)[C@H]1C[C@@]2(O)CN(S(=O)(=O)c3ccc(C)cc3)C[C@@]2(OC(=O)NCc2ccc(OC)c(OC)c2)C[C@H]1C(=O)OC,0,-9,4,-3,-6,-11,-7,-12,-2,-20,10
COc1ccc(-c2cc(-c3cccs3)c(C#N)c(SCC(=O)NCc3ccco3)n2)cc1,x,20,-41,-34,5,20,3,x,-13,21,27
O=C(Cn1cnc2c(oc3nc4c(cc32)CCCC4)c1=O)Nc1ccccc1,-18,-8,26,-20,-14,-21,-3,11,-62,-9,-50
COc1ccc(F)c(CN2CCCC(CNS(=O)(=O)c3cccc4cccnc34)C2)c1 (stereo unspecified),10,2,-12,-8,-11,10,13,0,9,4,9

# 3 structures already listed, arranged by length of the SMILES, lowest first:
SMILES,NCOA2 inhibitor,LMP1 NFkB inh,KKLEB cytotox,TROY signal inh,NCOA3 inh,TWEAK Fn14 block,TRAIL sens C8,NR2F2 inh,SRC1 inh,NR5A2 inv ag,CF NFkB block
O=c1oc(CCO)cc2ccccc12,-23,-4,-10,-24,-6,6,-6,10,0,-11,-6
O=C(CN1C(=O)NC2(CCCC2)C1=O)OCc1ccccc1,-2,-2,11,-3,-4,16,-3,-6,-2,-18,6
Cn1c(=O)oc2cc(S(=O)(=O)N3CCC(C(=O)NCC4COc5ccccc5O4)CC3)ccc21 (stereo unspecified),-8,3,-18,-5,1,-17,0,-9,-13,3,13

# (listing goes on)
SMILES,NCOA2 inhibitor,LMP1 NFkB inh,KKLEB cytotox,TROY signal inh,NCOA3 inh,TWEAK Fn14 block,TRAIL sens C8,NR2F2 inh,SRC1 inh,NR5A2 inv ag,CF NFkB block
CC1(C(=O)O)C=CCN1C(=O)c1ccccc1 (stereo unspecified),3,-4,2,5,5,-4,9,-4,-7,5,-1
Cc1nc(N)c2c(Cc3cccc4ccccc34)nn(C(C)(C)C)c2n1,22,0,5,-3,12,-2,-5,8,3,-9,20
Cc1noc(C)c1C(=O)OCC(=O)NC(=O)NC12CC3CC(CC(C3)C1)C2,6,-5,-6,27,3,11,-8,-1,18,3,6
COCCSc1nnc(NC(=O)c2ccc(NC(=O)C(C)C)cc2)s1,-1,-6,0,0,14,-7,-2,-5,-6,-2,11
Nc1c(S(=O)(=O)c2cccs2)c2nc3ccccc3nc2n1/N=C/c1cccc(O)c1,-3,-3,10,35,49,81*,20,4,14,23,-10
O=S(=O)(c1cc(Br)c(Cl)s1)N1CCCC1,23,x,-5,-6,22,-6,-5,0,8,-7,8
Cn1ncc(C#N)c1/N=C/N1CCCCC1,16,-3,-1,4,15,-1,17,7,15,13,19
CCc1cc(=O)oc2c3c(cc(OCC(=O)N[C@H](C(=O)O)[C@H](C)CC)c12)OC(C)(C)CC3,-1,-2,0,7,15,-2,-6,10,2,18,-4
CCOC(=O)CCNC(=O)N1CCCC(Cc2ccccc2)(C(=O)OCC)C1 (stereo unspecified),18,9,8,-52,-6,-9,10,-17,6,2,-20
CC(C)C[C@H]1COc2cc(N3CCN(Cc4ccccc4F)CC3)ccc2S(=O)(=O)N1,-3,x,x,13,x,15,-11,-32,x,19,x
CC1CC(=O)N(CC(=O)Nc2ccc(F)cc2F)c2ccccc2S1(=O)=O (stereo unspecified),18,-5,19,-1,-34,-20,-12,-6,-8,1,-43
CC(OC(=O)CCC(=O)c1cccs1)C(=O)Nc1ccc(Cl)cn1 (stereo unspecified),-28,-6,1,11,-2,7,-11,-19,-9,2,-4
COc1cc(/C=N\Nc2nc3ccccc3o2)cc(OC)c1OC,-49,0,14,1,-12,21,38,-6,-39,-49,-6
COc1ccc(NC(=O)CSc2nnc(C3CCCCC3)n2N)cc1,-14,-7,11,-1,4,2,-10,-27,-15,1,5
Cc1ccc(C(=O)Nc2c(C)cc(-c3ccc(Cl)cc3)oc2=O)cc1,-20,-10,1,4,-3,-14,11,-3,9,7,6
O=C(NCc1ccccc1)c1cc[n+]([O-])cc1,-25,-3,4,-3,-1,-15,1,-10,17,-1,-5
CN(N=O)c1ccc(CC2CCc3ccccc32)cc1 (stereo unspecified),6,-4,1,-56,-27,-34,3,-19,-31,-6,-8
Cc1nn(-c2ccc(C(=O)N3CCN(S(=O)(=O)c4ccccc4C(F)(F)F)CC3)cc2)c(C)c1Cl,-4,6,7,29,3,1,18,-6,10,10,2
CCn1cc(C2=NOC(C(=O)Nc3cccc(C(C)=O)c3)C2)c(C)n1 (stereo unspecified),1,10,-26,17,2,3,18,37,2,36,1
CC(C)(C)c1cc[n+](CC(=O)Nc2cc(C(F)(F)F)ccc2N2CCOCC2)cc1,-9,-1,3,15,-5,-2,-2,2,-11,-1,-2
Cc1noc(NS(=O)(=O)c2ccc(NC(=O)c3oc4ccc(Cl)cc4c3C)cc2)c1C,-8,7,12,-21,1,-26,-5,11,-8,-12,-9
Cc1ccnc(NC(=O)CCC(=O)N(CC(=O)NCCc2ccccc2)c2ccccc2F)c1,-7,-7,4,-2,1,-1,-9,-1,11,-4,-24
CC(C)CN(CC(C)C)C1=N/C(=C\c2ccco2)C(=O)N1c1ccccc1,-4,-1,10,-11,-6,18,6,8,-4,-14,-17
Cc1ccc(NC(=O)NC(=O)c2ccccc2)cc1F,x,-5,0,-51,-36,-38,13,x,-43,-10,8
O=C(NC(=S)NCC1CCCO1)c1ccc([N+](=O)[O-])cc1 (stereo unspecified),-21,19,-13,1,-3,3,-2,-21,-7,-6,-10
Cc1[nH]c2ccccc2c(=O)c1SC(F)(F)C(F)C(F)(F)F (stereo unspecified),-3,-5,-4,-2,1,1,-2,-4,-7,3,-11
CN(C(=O)c1ccccc1Cl)C1CCCCC1,-6,-15,-6,-15,-4,-10,-1,-2,1,9,9
COc1ccc(C)cc1NC(=O)CN(C)S(=O)(=O)c1cccs1,-16,1,5,-8,5,21,-9,-13,-15,-11,-1
COc1ccc(N2C(=O)C(C)(C)C2c2c(O)ccc3ccccc23)cc1 (stereo unspecified),10,3,-7,25,-1,15,0,2,-31,5,12
Cc1ccccc1CS(=O)(=O)CC(O)CN1CCCC1=O (stereo unspecified),-15,-15,8,-5,-27,2,-13,-6,1,1,-10
O=C(Nc1cccc([N+](=O)[O-])c1)C1C2CCCCC21 (stereo unspecified),-24,4,3,-2,-54,4,-3,0,0,-11,-5
CCc1cc2cc(C)cc(C)c2nc1SCC(=O)N1CCCC1,-24,7,-5,-2,13,6,-2,9,-80,-17,-9
CC(Oc1ccc2c(-c3ccccc3)cc(=O)oc2c1)C(=O)NCCN1CCOCC1 (stereo unspecified),-21,2,-4,-3,17,-13,-7,16,-21,-2,6
CCCNC(=O)N1CCN(S(C)(=O)=O)CC1,-21,-6,3,-2,15,-12,0,3,-4,13,10
CC(=O)OC[C@@H]1CN(Cc2ccccc2)C[C@H](n2cnc3c(N4CCN(c5ccccc5)CC4)ncnc32)O1,11,x,1,15,19,18,21,14,13,2,2
O=C(CN(Cc1ccccc1Cl)C(=O)c1csnn1)NCc1ccc2c(c1)OCO2,12,-2,-9,13,-8,-4,-2,7,-7,11,1
Cc1ccc(NC(=O)CN(C)C(=O)c2cccc(S(=O)(=O)N3CCc4ccccc4C3)c2)cc1,-10,-6,-9,-8,15,3,2,12,7,-6,10
C=CCN1C(=O)C(CC(=O)Nc2ccc(OCC)cc2)N(Cc2ccccn2)C1=S (stereo unspecified),1,-4,2,5,26,-18,4,-4,13,2,12
COc1ccc(CCN2CC(C(=O)OCC(=O)NCc3ccccc3Cl)CC2=O)cc1OC (stereo unspecified),-11,0,-7,-10,-10,2,-11,9,7,-1,13
C/C(=C/CCC(C)[C@H]1CC[C@@]2(C)C3=C(CC[C@]12C)[C@@]1(C)CCC(=O)C(C)(C)[C@@H]1CC3)C(=O)O (stereo partly specified),-9,-6,24,53*,13,10,-5,-14,4,7,31
COc1ccc(NC(=O)c2ccc(OCC3CCCO3)cc2)cc1OC (stereo unspecified),-12,8,-3,-6,-18,0,12,-15,-30,-36,12
O=C(Cn1nc2sc3ccccc3n2c(=O)c1=O)c1cccs1,-29,x,-22,40,-17,9,1,0,6,10,16
COc1ccc(N2Cc3ccccc3C2=NC(=O)c2cncc(Br)c2)cc1,1,-3,2,-24,-25,-11,-2,-10,-11,-14,7
O=C(CN(CCc1ccccc1)C(=O)CNS(=O)(=O)c1ccc(F)cc1)NCC1CCCO1 (stereo unspecified),8,1,-6,-4,8,-3,8,2,-8,-7,11
COc1ccc(C2C(C#N)=C(N)Oc3cc(O)ccc32)cc1C (stereo unspecified),-35,-1,1,27,5,-8,-33,13,10,3,19
Cc1ccc(CNC(=O)c2cnccn2)cc1,-2,2,9,13,3,5,-1,18,-31,-15,-24
CCCC(=O)Nc1c(-c2ccccc2OC)c(=O)c2ccccc2n1C,17,-2,11,0,22,-16,-4,5,-3,6,-16
N#CCSc1ccccc1NC(=O)CN1C(=O)C(=O)N(Cc2ccccc2)C1=O,-25,-11,-7,-5,7,13,-27,5,-4,28,-5
CC(=O)NCc1ccc(C(=O)CSc2nnc(-c3ccncc3)n2Cc2ccccc2)o1,x,3,1,7,-17,12,2,x,-14,-3,-4
COCCNC(=S)N(Cc1cc2cc(C)ccc2n2nnnc12)C1CCCC1,5,3,-2,9,11,-10,-13,-18,5,-13,-2
Cc1ccc2nc(SCC(=O)Nc3cccnc3Cl)[nH]c2c1,-21,0,18,-15,-6,4,-3,-6,-3,-22,-20
CCOc1ccc(NC(=O)CN(C)CC(=O)Nc2ccccc2C#N)cc1OCC,-23,-6,-1,-26,-29,2,17,7,-3,3,-12
